sEH act: activators of human soluble epoxide hydrolase | activation, % at 2 µM | actives 0.04% (n = 91,000) | purified human sEH enzymatic activity, activator screen | P34913; in the data active = activation above about 37%; note: values of inactives mirror those of a sister screen read the other way
Target sequence (P34913 whole entry, looked up): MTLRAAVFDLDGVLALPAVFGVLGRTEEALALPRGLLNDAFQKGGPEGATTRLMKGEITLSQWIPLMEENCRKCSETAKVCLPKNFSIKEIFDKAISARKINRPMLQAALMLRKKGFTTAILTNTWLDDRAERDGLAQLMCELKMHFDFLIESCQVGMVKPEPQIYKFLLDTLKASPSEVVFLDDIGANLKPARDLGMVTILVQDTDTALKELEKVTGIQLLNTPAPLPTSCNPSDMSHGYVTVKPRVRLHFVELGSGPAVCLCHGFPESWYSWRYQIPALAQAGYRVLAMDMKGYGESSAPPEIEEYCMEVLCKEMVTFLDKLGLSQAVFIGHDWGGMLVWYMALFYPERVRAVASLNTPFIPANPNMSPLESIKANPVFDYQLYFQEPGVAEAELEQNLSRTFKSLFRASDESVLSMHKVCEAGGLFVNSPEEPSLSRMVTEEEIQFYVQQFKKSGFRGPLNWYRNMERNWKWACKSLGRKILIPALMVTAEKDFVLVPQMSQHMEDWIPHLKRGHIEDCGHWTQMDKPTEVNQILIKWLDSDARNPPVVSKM
CYP2C19 inh: blocks human cytochrome P450 2C19; CYP2C19 Supersomes, luciferin-H EGE luminescence, 30 min; inhibition, % at 5 µM; AID 778; P33261; actives 21% (n = 96,000);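 active = CYP2C19 inhibition above a set limit at 5 µM in the primary screen, cut at about 50% in these data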;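 note: plate controls were negative control wells for no effect and 2.5 mM tranylcypromine positive control for full effect; values of inactives mirror those of a sister screen read the other way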
S1P2 antag: antagonists of human S1P2 receptor; O95136; cell-based S1P2 antagonist assay, inhibition at 5 uM; inhibition, % at 5 µM; actives 0.21% (n = 97,000); in the data active = inhibition above about 45%;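 note: CRE beta-lactamase reporter cells expressing human S1P2 stimulated with S1P; 0% = agonist at EC80 alone and 100% = agonist plus reference antagonist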
Target sequence (O95136 whole entry, looked up): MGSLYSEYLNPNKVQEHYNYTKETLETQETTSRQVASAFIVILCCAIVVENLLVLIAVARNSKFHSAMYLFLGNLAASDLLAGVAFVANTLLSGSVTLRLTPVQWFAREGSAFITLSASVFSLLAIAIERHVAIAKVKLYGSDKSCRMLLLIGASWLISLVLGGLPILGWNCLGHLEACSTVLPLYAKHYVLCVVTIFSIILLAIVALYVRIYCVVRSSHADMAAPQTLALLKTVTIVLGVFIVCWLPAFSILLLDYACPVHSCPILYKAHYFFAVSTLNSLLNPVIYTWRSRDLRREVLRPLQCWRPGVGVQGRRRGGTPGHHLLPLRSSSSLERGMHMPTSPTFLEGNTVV
sEH inh: soluble epoxide hydrolase (human) inhibition; P34913; recombinant human sEH enzymatic activity assay; inhibition, % at 2 µM; actives 0.34% (n = 91,000); AID 707; in the data active = inhibition above about 80%; note: values of inactives mirror those of a sister screen read the other way; many of its hits are not listed in these tables
S1P2 agonist: activates the human S1P2 receptor; O95136; S1P2-expressing cell line, agonist reporter read-out; activation, % at 4.5 µM; actives 0.46% (n = 97,000); in the data active = activation above about 16%;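 note: 0% = vehicle low control and 100% = maximal reference agonist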
PostGolgi ctrl: growth of the yeast control strain, post-Golgi counter-screen; efflux-deficient yeast background strain, growth absorbance A615, 16 h; actives 5% (n = 98,000); inhibition, % at 10 µM
PostGolgi yeast: growth inhibition of a yeast mutant, post-Golgi transport screen. post-Golgi transport phenotypic cell assay. inhibition, % at 10 µM. actives 0.9% (n = 98,000). AID 739;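 note: yeast cells grown in 1536-well plates; yeast grown about 18 h at 30C before absorbance read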
CYP2C19 activ: cytochrome P450 2C19 (human) activation; P33261; recombinant CYP2C19, luciferin-H EGE luminescence; active compounds read high; 0 = fully inhibited enzyme, 1 = untreated enzyme; activation factor at 5 µM; 96,000 tested, under 10 active; AID 1025;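 active = activation factor of at least 2 at 5 µM in the primary screen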;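 note: 0 = wells with 2.5 mM tranylcypromine and 1 = vehicle-only wells; values of inactives mirror those of a sister screen read the other way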
hDAT+cocaine: changed human dopamine transporter uptake under cocaine IC80. Q01959. LLC-PK1 hDAT cells, [14C]-dopamine uptake with cocaine IC80; actives deviate in either direction. B-score at 10 µM. actives 1.3% (n = 110,000). AID 449768;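 active = Z score or B-score, a plate-position-corrected score, falls beyond the plate's 99.7% confidence bounds, in either direction; inactive = both scores lie inside the 99.7% bounds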;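 note: scored against the spread of the other compound wells on the same plate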
Active calls of the source: *; nt = not tested or not shown. Cut-off read from the data, not from the text of the source, unless noted: active = inhibition above about 30%; inactive = the rest.

SMILES	sEH act	CYP2C19 inh	S1P2 antag	sEH inh	S1P2 agonist	PostGolgi ctrl	PostGolgi yeast	CYP2C19 activ	hDAT+cocaine
CCOC(=O)N1CCN(C(=O)CN(Cc2ccccc2)S(=O)(=O)c2ccc(OC)c(Cl)c2)CC1	-6	89*	-13	4	-7	5	9	0.1	0.66
CC(C)CCn1c(SCC(=O)c2ccccc2)nc2c1c(=O)[nH]c(=O)n2C	-5	19	15	0	-2	19	-5	0.8	0.56
O=c1[nH]c(=O)n(Cc2ccco2)c2c1C(C(F)(F)F)(C(F)(F)F)N=C(Cc1ccccc1)N2	-7	33	11	8	0	-7	1	0.7	0.099
CC1(C)CN(c2ccccc2)N(Cc2ccc(F)cc2)C1=O	1	60*	11	1	-1	0	-2	0.4	-0.77
COc1ccc(N2CCN(C(=O)c3ccc4c(c3)OCO4)CC2)cc1	-3	-1	5	4	-4	9	1	1	nt
CC(=O)NCCC(=O)NCc1ccc(F)cc1	2	-4	3	1	-6	9	-4	1	-0.74
COc1ccc(C)cc1NC(=O)COC(=O)C1CC1	1	-14	-30	0	0	19	0	1.1	0.42
CCc1cc(-c2n[nH]c(C)c2Oc2ccc(C(C)C)cc2)c(O)cc1O	-4	67*	-6	4	-1	87*	-6	0.3	0.34
CCOc1ncccc1C(=O)OCC(=O)NCCc1ccccc1	18	68*	-20	-16	-4	-5	-1	0.3	-0.32
C=CCn1c(SCCCCCC)nc(O)cc1=O	0	-11	-20	2	0	24	3	1.1	0.37
O=C(Nc1ccn(Cc2ccc(Cl)cc2)n1)c1ccc2c(c1)OCO2	-3	91*	-3	3	-4	9	0	0.1	2.3
COc1ccc(NC(=O)c2cc(C(C)C)on2)cc1OC	-16	5	7	14	-3	2	8	1	1.1
Cc1ccccc1-n1c(C)cc(/C=N/NC(=O)c2ccncc2)c1C	-35	24	2	35	1	23	-2	0.8	-0.59
CSc1nc(-c2ccco2)cc(C(F)(F)F)c1C#N	-14	nt	-11	17	-6	nt	nt	nt	0.72
O=C(NCc1cccnc1)c1c(F)c(F)c(F)c(F)c1F	14	81*	-10	-10	-3	17	15	0.2	0.0069
Cc1cc(C)cc(OCC(=O)OCC(=O)Nc2ccc(Cl)cn2)c1	-2	12	9	2	-8	-5	1	0.9	-1.3
COc1ccc(-c2nncnn2)cc1	-7	nt	5	8	-1	nt	nt	nt	-0.89
CC1CCN(S(=O)(=O)c2ccc3c(c2)c(=O)c(C(=O)N2CCCCC2)cn3C)CC1	-5	0	-11	5	1	8	2	1	0.026
CCOc1ccc(-c2c(C#N)c(N)nc3c2c(=O)n(C)c(=O)n3C)cc1OC	6	-10	-7	-3	-5	3	1	1.1	0.32
COC(=O)c1cc(OC)c(OC)cc1NC(=O)c1ccc(OC)c(OC)c1	9	9	-9	-11	10	7	3	0.9	-0.065
CC1=C(Sc2nc3ccccc3[nH]2)C(=O)NC(C)(C)C1	6	36	4	-5	-1	8	-12	0.6	-0.0021
CCOC(=O)C1CCCN(C(=O)c2cc3c(=O)n(C)c4ccccc4c3n2C)C1 (centres undefined)	nt	3	-13	nt	5	8	-3	1	-0.019
CCOc1ccccc1NC(=O)CSc1nnc(-c2cnccn2)n1C	-13	-3	8	12	0	8	-5	1	0.017
O=S1(=O)C=C(Sc2nnc(-c3ccccc3)o2)c2ccccc21	nt	-16	nt	nt	nt	31*	88*	1.2	nt
CC(=Nc1ccc(C)c(C)c1)C1=C(O)CCC1=O	5	54*	5	-2	-3	0	2	0.5	0.4
Remaining list, next part:
SMILES	sEH act	CYP2C19 inh	S1P2 antag	sEH inh	S1P2 agonist	PostGolgi ctrl	PostGolgi yeast	CYP2C19 activ	hDAT+cocaine
COc1ccc(N(C(=O)c2cccc(OC)c2OC)C2C=CS(=O)(=O)C2)c(OC)c1 (centres undefined)	8	-8	14	-5	-6	5	-8	1.1	2.3
C=CCSC1=C(C#N)C(c2ccccc2OC)CC(=O)N1 (centres undefined)	-7	47	12	8	-5	2	-5	0.5	-0.59
COc1ccc(Nc2nc(N3CCCC3)nc3ccccc23)c(OC)c1	-4	38	-15	6	2	0	-3	0.6	-0.028
COc1cc(C2C(C(=O)c3cccs3)=C(O)C(=O)N2c2cc(C)on2)ccc1O (centres undefined)	nt	-7	16	nt	-6	-4	-6	1.1	0.43
COc1ccc(OC)c(N(CC(=O)N2CCN(c3cc(Cl)ccc3C)CC2)S(C)(=O)=O)c1	-7	19	5	10	-5	-4	-10	0.8	0.04
COc1ccc(NC(=O)C2CCCN2S(=O)(=O)c2ccc3c(c2)CCC(=O)N3)c(OC)c1 (centres undefined)	-2	47	1	1	0	13	11	0.5	-0.57
Cc1ccc(S(=O)(=O)N(CC(=O)NC2CCCCCC2)c2ccccc2F)cc1	-4	9	-12	3	-3	-2	9	0.9	-0.079
COc1ccc2cc(CCNC(=O)c3ccc4c(c3)OCO4)c(=O)[nH]c2c1	nt	37	nt	nt	nt	30*	-4	0.6	1.3
Cc1cc(C)n(-c2nnc3n2N=C(c2c[nH]c4ccccc24)CS3)n1	-4	47	-37	7	-1	-8	-7	0.5	0.74
COCCCN(C(=O)Nc1ccc(C)c(C)c1)C(C)c1ccccn1 (centres undefined)	-4	26	6	3	-8	11	-4	0.7	-0.37
Cc1ccc(/C=N/c2sc3c(c2C#N)CCC3)s1	nt	-6	9	nt	-9	6	19	1.1	-0.11
CCOC(=O)c1c(C)c(C(=O)NCc2ccccc2OC)c(C)n1C	nt	30	2	nt	-2	3	18	0.7	0.96
COc1ccccc1N(CCC#N)C(=O)CSc1ccc2c(c1)OCCO2	0	39	-20	3	-2	3	3	0.6	0.026
Cc1ccsc1C1C=C(c2cccc(Br)c2)Nc2ncnn21 (centres undefined)	1	62*	-30	-1	-6	37*	12	0.4	1.2
c1ccc(Cc2nc3ccccc3n2Cc2ccccc2)cc1	-14	36	0	12	-13	19	-2	0.6	1.2
CCOC(=O)c1c(NC(=O)CSc2nnc(Cc3ccccc3)o2)sc(C)c1C	5	nt	-6	1	-5	nt	nt	nt	0.62
O=C(CN1CCCCC1)Nc1cccc2c1OCO2	12	17	-6	-14	-2	5	-4	0.8	0.27
O=C(Cn1c(=O)oc2cc(S(=O)(=O)N3CCCCC3)ccc21)N1CCc2ccccc2C1	9	-3	14	-12	-5	4	5	1	-0.077
CCOc1ccc(Cl)cc1S(=O)(=O)N1CCN(c2ccc(F)cc2)CC1	10	100*	-10	-12	-3	33*	0	0	0.86
COCNc1nc(OCC#N)nc(N(C)C)n1	11	6	13	-10	-6	5	2	0.9	-0.2
CCOC(=O)c1sc(=S)n(C)c1N	3	8	12	0	-4	3	-6	0.9	0.027
CC(=O)Nc1ccc(-c2cc(-c3ccc(NC(C)=O)cc3)nc(-c3ccccc3)n2)cc1	-6	-6	18	4	-3	7	-7	1.1	-1.6
COC(=O)c1ccccc1NC(=O)CSc1nnc(C(C)NC(=O)c2ccc(Cl)cc2Cl)n1C (centres undefined)	-2	-3	-24	3	-5	-14	2	1	-0.99
CN(CCO)c1ccc([N+](=O)[O-])cc1C(=O)O	3	10	9	0	-4	4	5	0.9	-0.78
CC(=O)N(CCCN(C)C)CCC(C)CCC=C(C)C (centres undefined)	nt	-2	nt	nt	nt	-4	3	1	-0.92
(listing goes on)
SMILES	sEH act	CYP2C19 inh	S1P2 antag	sEH inh	S1P2 agonist	PostGolgi ctrl	PostGolgi yeast	CYP2C19 activ	hDAT+cocaine
CCCCC(CC)CNC(=O)C1CCCN(S(=O)(=O)c2cnc[nH]2)C1 (centres undefined)	-83	100*	0	83*	-2	7	-1	0	-0.75
O=C1c2ccccc2C(=O)N1CCCc1nc(-c2cccnc2)no1	3	-5	-1	0	-10	-6	-11	1	1.6
CCCN1Cc2cccc(C(=O)N3CCN(c4ccc(F)cc4)CC3)c2C1=O	4	26	0	-3	-5	0	11	0.7	0.057
CC(C)(C)c1ccc(OCC(=O)OCCNC(=O)c2cccnc2)cc1	16	41	5	-16	-7	18	-3	0.6	-1.3
C[N+](C)(C)CC/C=C1/c2ccccc2CSc2ccccc21	-11	nt	7	12	-6	nt	nt	nt	0.076
CCOc1ccc(S(=O)(=O)N(CCO)CCO)cc1-c1nc2c(C(C)(C)C)nn(C)c2c(=O)[nH]1	12	-7	-40	-12	8	5	1	1.1	0.65
COC(=O)c1cc(NC(=O)CSc2nncn2C)cc(C(=O)OC)c1	14	22	5	-13	-1	17	-7	0.8	-0.073
O=C(NC(Cc1ccc2c(c1)OCO2)C(=O)NC(Cc1ccccc1)C(=O)O)c1ccccc1 (centres undefined)	9	-5	2	-6	-2	0	-6	1.1	nt
COc1ccc(CCNC(=O)N2CCOCC2)cc1	-4	nt	-5	5	-1	nt	nt	nt	-0.52
O=S(=O)(c1cnc[nH]1)N1CCN(c2ccc(Cl)cc2)CC1	nt	96*	-8	nt	1	-2	4	0	0.44
CN1CCN(C(=O)C2CCN(S(=O)(=O)c3ccc4c(c3)oc(=O)n4C)CC2)CC1	nt	-1	nt	nt	nt	9	-1	1	-0.88
S=c1[nH]ncc2ccccc12	11	-9	13	-7	-1	0	7	1.1	-0.63
CC(=O)Nc1ccc(S(=O)(=O)NNC(=O)c2cc3c4ccccc4n(C)c3s2)cc1	-3	-1	5	4	-1	-7	-3	1	-0.011
Cc1ccc(N=C2N=C(N)c3ccccc32)cc1C	11	nt	-2	-10	-5	nt	nt	nt	0.36
COc1ccc(N2C(=O)C3CCCN3C2c2ccc(C)o2)cc1Cl (centres undefined)	nt	11	-22	nt	-2	15	-4	0.9	-0.11
COc1ccc(C(C(=O)NC2CCCC2)N(C(=O)c2ccoc2C)c2cc(C)cc(C)c2)cc1 (centres undefined)	6	17	3	-3	-3	-10	1	0.8	0.39
CS(=O)(=O)N1CCN(C(=O)c2ccc(F)cc2)CC1	-7	-8	-12	7	-6	7	5	1.1	-0.037
CC1CCCCC1NC(=O)CSc1nnc(CN2CCOCC2)n1C (centres undefined)	15	0	-18	-17	0	7	0	1	-0.2
CC1CCCN(C(=O)CSc2nnc(-c3c[nH]c4ccccc34)o2)C1 (centres undefined)	-6	71*	17	7	-5	5	-3	0.3	2.2
Cc1cc(C)n(CC(O)CN2c3ccccc3Sc3ccccc32)n1 (centres undefined)	-8	66*	3	7	2	43*	0	0.3	1.2
CCc1cc2c(Sc3nc4ccccc4s3)ncnc2s1	9	8	13	-7	-10	4	-7	0.9	0.31
CCOc1ccc(NC(=O)c2ccc(Br)o2)c([N+](=O)[O-])c1	-5	4	-28	8	-5	4	0	1	-0.072
COc1ccc(CCNC(=O)c2cc(-c3ccc4c(c3)OCO4)on2)cc1OC	nt	-3	-1	nt	-4	-5	5	1	0.036
CC(C)c1nnc(N2C(=O)c3oc4ccccc4c(=O)c3C2c2ccco2)s1 (centres undefined)	-6	nt	8	5	9	nt	nt	nt	0.14
O=c1c2ccccc2nc(-c2ccco2)n1CCCn1ccnc1	-8	69*	-8	7	-2	-5	-5	0.3	-0.35
O=C(CN1C(=O)c2cccc3cccc1c23)N1CCN(Cc2ccc3c(c2)OCO3)CC1	-10	nt	7	13	-5	nt	nt	nt	0.21
O=C(Nc1ccccc1)/C(=C\c1ccc2c(c1)OCO2)NC(=O)c1ccco1	8	nt	-12	-7	-7	-1	-5	nt	-0.69
C=CCOc1c2ccc(C(=O)NCCc3ccc(C)cc3)cc2nn1C	-17	13	7	20	-6	-3	-3	0.9	-0.13
O=C(CSc1nc(C2CC2)nc2ccccc12)N1c2ccccc2Sc2ccc(C(F)(F)F)cc21	2	11	13	0	-7	1	-3	0.9	0.26
CCOCCCn1c(C)nc2c(c1=O)c1nc3ccccc3nc1n2CCC1=CCCCC1	3	73*	13	-4	-9	8	9	0.3	0.028

Some of the entries so far, as comma-separated lines:
SMILES,sEH act,CYP2C19 inh,S1P2 antag,sEH inh,S1P2 agonist,PostGolgi ctrl,PostGolgi yeast,CYP2C19 activ,hDAT+cocaine
CC1CCN(S(=O)(=O)c2ccc3c(c2)c(=O)c(C(=O)N2CCCCC2)cn3C)CC1,-5,0,-11,5,1,8,2,1,0.026
COc1ccc(Nc2nc(N3CCCC3)nc3ccccc23)c(OC)c1,-4,38,-15,6,2,0,-3,0.6,-0.028
